KKLEB tox: counter-screen for CF NF-kB inhibitors: cytotoxicity. hit rate 0.36% among 360,000. activity change (cytotoxicity), % at 5 µM. KKLEB CF airway cells viability, ATPlite luminescence, overnight; stronger effect = lower value; cells stimulated with P. aeruginosa culture filtrate;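 active means corrected activity change at or below -50% at 5 µM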
LMP1 NFkB inh: reduces LMP1-driven NF-kappaB luciferase signal; LMP1-induced NF-kappaB luciferase reporter cells, luminescence; inhibition, % at 12.5 µM; hit rate 0.69% among 350,000; in the data active means inhibition above about 41%;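 further: 0% = neutral control wells and 100% = reference inhibitor control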
TRPM1 prom inh: reduces MITF-dependent TRPM1 promoter luciferase signal | SK-MEL-5 TRPM1 promoter luciferase, 24 h | inhibition, % at 12.5 µM | hit rate 0.83% among 330,000 | AID 488899;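 active means mean inhibition across replicates of 60% or more, whatever share of single replicates reaches that level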; further: values of inactives mirror those of a sister screen read the other way
NR2E3 ag-1: activates human photoreceptor nuclear receptor NR2E3; Q9Y5X4; GST-NR2E3/biotin-RetCOR TR-FRET, 1536-well; inhibition of corepressor binding, % at 4.78 µM; hit rate 0.12% among 320,000; AID 2300;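 active means percent inhibition above the cutoff of mean plus 3 SD of all tested compounds, set per screening campaign, cut at about 20% in these data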;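 further: 0% = DMSO wells and 100% = biotin wells as full block of FRET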
Target sequence (Q9Y5X4 whole entry, looked up): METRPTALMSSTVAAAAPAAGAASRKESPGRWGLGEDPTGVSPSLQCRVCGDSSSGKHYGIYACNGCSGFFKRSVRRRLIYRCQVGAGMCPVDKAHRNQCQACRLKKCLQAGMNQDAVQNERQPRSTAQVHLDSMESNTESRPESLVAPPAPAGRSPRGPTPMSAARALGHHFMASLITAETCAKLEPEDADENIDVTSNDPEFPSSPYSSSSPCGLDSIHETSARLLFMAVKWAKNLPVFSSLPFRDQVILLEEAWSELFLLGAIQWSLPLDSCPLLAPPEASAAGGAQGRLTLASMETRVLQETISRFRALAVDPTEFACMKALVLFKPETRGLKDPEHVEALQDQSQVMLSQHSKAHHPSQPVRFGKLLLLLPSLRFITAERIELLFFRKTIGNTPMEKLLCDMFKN
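System: GST-tagged NR2E3 plus biotinylated RetCOR corepressor; Buffer or medium: pH 7.5 Tris-based buffer; Probe or stimulus: RetCOR corepressor, biotinylated, 7 nM; Doses: compound at 4.8 µM, single dose; Schedule: 5 h incubation at 4 °C; Technique: time-resolved FRET; Evaluation: percent inhibition of TR-FRET ratio; Replication: one well per compound, singlicate testing.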
CF NFkB block: inhibitors of cystic fibrosis induced NF-kB; inhibition, % at 5 µM; KKLEB NF-kB-GFP reporter, PAF-induced, GFP fluorescence overnight; hit rate 0.86% among 360,000;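 active means at least 50% inhibition at 5 µM, scaled per plate between neutral and stimulator controls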;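 further: PAF is a Pseudomonas aeruginosa culture filtrate used as stimulus; plate controls were PAF-stimulated DMSO wells for no effect and unstimulated DMSO wells for full effect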
hiPSC survival: enhancers of human iPSC single-cell survival; hiPSC single-cell survival, ATPlite luminescence; 100% = ROCK inhibitor wells, 0% = DMSO; survival enhancement, % at 20 µM; hit rate 0.044% among 360,000; in the data active means survival enhancement above about 18%;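 further: cells exposed to compounds for 16 hours before the ATP read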
C8 TRAIL sens: sensitizes caspase-8 expressing cells to TRAIL. inhibition (viability loss, TRAIL sensitization), % at 10 µM. hit rate 1% among 360,000. AID 624354. NB7+C8 cells + TRAIL, ATPlite viability luminescence;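 active means compounds causing at least 50% loss of cell viability in the single-dose screen, relative to plate controls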
HIF-2a inh: inhibitors of HIF-2a. hit rate 0.72% among 360,000. inhibition, % at 18.8 µM. AID 624352. 786-0 RCC cells HIF-2a reporter, luciferase luminescence, overnight;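 active means inhibition of the luminescence signal of 40% or more relative to plate controls, in a single-dose primary screen at 18.75 µM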
Shn3 3UTR inh: Schnurri-3 reporter inhibition in Clone20 osteoblasts; Clone20 osteoblast Shn3 3'UTR firefly luciferase, 24 h; inhibition, % at 12.5 µM; hit rate 0.52% among 360,000; AID 588674;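 active means mean inhibition of at least 75% with every replicate also reaching 75%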;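 further: 0% = median of neutral control wells and 100% = pilot-screen positive control compound; some compounds past the cut are filed as inactive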
Peg3 prom inh: reduces Peg3 promoter-driven luciferase expression in HeLa. HeLa PEG-Prom luciferase reporter, luminescence, overnight. inhibition, % at 20 µM. hit rate 1.7% among 360,000;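 active means inhibition of at least 50% at 20 µM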
NR2E3 ag-2: human photoreceptor-specific nuclear receptor agonism | AID 602229 | hit rate 0.35% among 360,000 | CHO-S Gal4-NCOR/VP16-NR2E3 two-hybrid, luciferase | Q9Y5X4 | inhibition of corepressor binding, % at 3.98 µM;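 active means inhibition above the mean of all tested compounds plus 3 SD, cut at about 70% in these data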;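 further: 0% = DMSO with NR2E3 transfected cells and 100% = cells lacking NR2E3 construct; higher means lower luciferase signal from less NR2E3 corepressor binding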
The depositor's hits bear a star; . = not tested or not shown. Not all compounds are listed; count on the stated rates, not on these rows.

SMILES	KKLEB tox	LMP1 NFkB inh	TRPM1 prom inh	NR2E3 ag-1	CF NFkB block	hiPSC survival	C8 TRAIL sens	HIF-2a inh	Shn3 3UTR inh	Peg3 prom inh	NR2E3 ag-2
CCOc1ccc(NC(=O)CSc2nnc(C3CC3)n2C2CC2)cc1	-13	8	-13	1	-7	-0.2	2	-28	-8	-3	13
CCC(=O)N1CCC(c2ccc(OC)cc2)=N1	-10	-2	-28	3	10	3.3	2	-81	-13	-88	-44
COc1cc2c(cc1NC(=O)c1ccc(C(C)(C)C)cc1)CCCC2	-1	-16	2	5	6	5.2	18	-44	6	13	3
COc1ccccc1OCCn1cc(C(=O)O)c2ccccc21	-1	-9	1	3	17	0.0	5	-2	-4	14	2
COc1ccc(NC(=O)CCNS(=O)(=O)c2cc(Br)ccc2Br)cc1S(N)(=O)=O	9	12	8	23*	-8	-0.4	-4	8	4	8	12
Cc1ccc(SCC(=O)OCC(=O)N(C)CC(=O)Nc2ccc(F)cc2)cc1C	-17	-13	5	2	14	-0.5	-4	-5	8	10	-29
Cc1cc(C(=O)N2CCc3ccccc32)ccc1[N+](=O)[O-]	0	-3	.	.	-17	-0.4	-4	-36	14	-33	-14
CCCc1nnc(NC(=O)CCCN2C(=O)c3ccccc3C2=O)s1	4	-3	-6	1	-16	0.6	-5	12	-6	15	9
Cc1ccccc1S(=O)(=O)c1cc(C#N)c(=O)[nH]c1N	4	2	-5	0	6	0.0	-1	9	-12	0	-10
Cc1ccc(NC(=O)C/C(N)=N/OC(=O)c2ccccc2)cc1	0	-12	2	-2	7	-2.9	10	-163	-52	18	12
COc1ccc(S(=O)(=O)Nc2ccc(S(=O)(=O)N3CCCCC3)cc2)cc1OC	4	-1	-6	-1	0	-0.9	10	6	-14	6	-18
Cc1ccc(S(=O)(=O)N2CC(O)C[C@H]2C(=O)OCC(=O)N2CCN(c3ccc(F)cc3)CC2)cc1C (some centres not stated)	9	3	-4	.	-2	0.1	-5	5	17	11	2
O=C(CSc1ncnc2scc(-c3ccccc3)c12)N1CCN(c2ccccc2F)CC1	-11	3	-7	1	22	1.4	9	14	8	-6	-12
O=C(CCN1C(=O)/C(=C/c2ccc(F)cc2)SC1=S)Nc1cccnc1	4	-2	-5	1	10	-0.5	5	8	-3	11	-14
COc1ccc(CC2(C)OC(c3ccncc3)=NN2C(C)=O)cc1 (configuration not stated)	8	-2	7	3	-2	-0.5	-2	9	20	8	-3
Cc1cc(NC(=O)CSc2nc3c(sc4ccccc43)c(=O)n2CCc2ccccc2)n[nH]1	-15	-18	4	1	18	-0.2	-10	6	15	3	6
CC1Cc2cc(S(=O)(=O)N3CCN(c4ccc(Cl)cc4)CC3)ccc2N1C(=O)C1CC1 (configuration not stated)	-4	18	31	1	14	0.4	37	10	84	23	14
CC(C)C(NC(=O)CN1C(=O)c2ccccc2C1=O)c1ccccc1 (configuration not stated)	-7	-19	2	.	21	-0.4	-11	14	11	-12	1
CC(C)(C)c1cc(-c2n[nH]c(=S)n2-c2ccc(Cl)cc2)n[nH]1	8	3	-1	2	-12	-0.6	17	26	-19	2	-4
CC(OC(=O)CCc1nc2ccccc2[nH]c1=O)c1ccccc1 (configuration not stated)	-7	7	-9	0	6	-0.8	-6	18	1	-3	5
CC1(C)C(=O)OC(c2ccccc2)C(C)(C)C1=O (configuration not stated)	-2	4	-5	2	10	0.3	3	12	12	10	-42
CCC(C(=O)Nc1ccccc1)c1ccccc1 (configuration not stated)	-2	-9	12	5	-8	3.6	-4	9	-16	3	3
Cc1ccc2oc(Nc3nc(C)cc(C)n3)nc2c1	5	-26	-49	0	-13	3.6	5	-250	-64	-137	-53
Cn1cc(Cl)nc1C(O)c1ccccc1 (configuration not stated)	6	-4	4	0	-3	1.9	-2	8	-1	6	2
CS(=O)(=O)c1ccc(Cl)c(NC(=O)COC(=O)CCc2c[nH]c3ccccc23)c1	0	-14	-10	1	-4	0.0	-8	6	1	-9	21

3 entries already listed, ordered by SMILES length, lowest first:
SMILES	KKLEB tox	LMP1 NFkB inh	TRPM1 prom inh	NR2E3 ag-1	CF NFkB block	hiPSC survival	C8 TRAIL sens	HIF-2a inh	Shn3 3UTR inh	Peg3 prom inh	NR2E3 ag-2
COc1ccccc1OCCn1cc(C(=O)O)c2ccccc21	-1	-9	1	3	17	0.0	5	-2	-4	14	2
CC(OC(=O)CCc1nc2ccccc2[nH]c1=O)c1ccccc1 (configuration not stated)	-7	7	-9	0	6	-0.8	-6	18	1	-3	5
CCCc1nnc(NC(=O)CCCN2C(=O)c3ccccc3C2=O)s1	4	-3	-6	1	-16	0.6	-5	12	-6	15	9

Further entries:
SMILES	KKLEB tox	LMP1 NFkB inh	TRPM1 prom inh	NR2E3 ag-1	CF NFkB block	hiPSC survival	C8 TRAIL sens	HIF-2a inh	Shn3 3UTR inh	Peg3 prom inh	NR2E3 ag-2
CC1CCCCCCC1OC(=O)c1ccccc1C(=O)O (configuration not stated)	4	0	-8	.	4	0.6	-14	14	-7	-6	15
Cc1cc2ccccn2c1C(=O)c1cc([N+](=O)[O-])cc([N+](=O)[O-])c1	-3	6	10	2	3	-0.5	3	12	-2	21	18
COc1cc(C(C)=O)ccc1OCC(=O)Nc1ccc(S(=O)(=O)N2CCCCC2)cc1	6	0	.	.	13	-1.4	-10	10	15	3	-14
CC(=O)c1c(C)[nH]c(C(=O)OCC(=O)Nc2ccccc2Cl)c1C	-3	17	13	0	-7	-1.1	21	-33	54	-26	4
O=C(Cc1ccccc1)Nc1cccc(N2CCCC2)c1	2	8	-6	4	-7	-1.3	-4	-10	-7	3	-6
CN(C)c1ccc(N=Cc2ccco2)cc1	8	1	0	-10	-14	-4.7	-1	-133	24	-95	-46
CC(=O)c1cc(-c2ccc(F)cc2)n(CCC(=O)NC(C)(C)C)c1C	4	-4	13	1	-21	-2.0	-8	-2	-1	-2	-1
CCC1NC(=O)c2cc3ccccc3cc2-n2c1nc1cc(OC)c(OC)cc1c2=O (configuration not stated)	-8	-13	.	.	9	-1.3	-12	-1	-31	21	-22
O=c1[nH]c(C2CCCCC2)nc2ccccc12	5	-2	-11	1	-5	-0.8	-3	2	-4	-4	14
COc1ccc(OC)c(C2C(C#N)=C(N)N(N(C)C)C3=C2C(=O)CC(C)(C)C3)c1 (configuration not stated)	15	-3	-6	0	-17	-0.3	-9	10	11	-5	-10
CCC1CCCCN1CCCn1c(=S)[nH]c2ccccc2c1=O (configuration not stated)	-10	-4	11	2	-5	2.2	-2	24	-2	1	-15
COc1ccc(Cl)cc1C(=O)OCC(=O)NC1CCCC(C)C1C (configuration not stated)	-5	-5	1	.	9	-0.4	-7	3	-6	4	-8
Cc1ccc(N2C(=O)CC(Sc3nc4ccccc4o3)C2=O)cc1Cl (configuration not stated)	12	-4	5	-3	4	-1.8	6	-11	78	46	-14
COc1cc(NC(=O)C2CCN(S(=O)(=O)c3cccs3)CC2)cc(OC)c1	-6	-11	7	2	10	-0.4	3	11	-6	10	-8
Cn1c(=O)c2c(nc(NCCCO)n2CCc2ccccc2)n(C)c1=O	-2	3	-3	-2	10	1.1	1	8	13	24	-14
Cc1cc(NS(=O)(=O)c2ccc(NC(=O)COc3ccccc3Cl)cc2)no1	-2	8	1	-1	6	0.3	-12	9	-17	26	0
CCc1nc2c(nnn2Cc2ccc(F)cc2)c(=O)[nH]1	3	7	-4	1	-2	-2.3	2	12	-14	20	-14
Cc1ccc(C(=O)N2CCN(S(=O)(=O)c3ccc(C)c([N+](=O)[O-])c3)C2)cc1	-10	0	1	2	10	-0.5	-1	5	6	1	-3
O=C(Nc1ccc(F)cc1)c1ccc2c(=O)n(CC3CCCO3)c(=S)[nH]c2c1 (configuration not stated)	-19	11	-14	2	11	0.2	11	-53	18	6	-9
CN(C)c1ccc(Nc2cc(Cl)ncn2)cc1	0	-12	-24	-4	12	-0.6	14	-121	-19	-77	-52
NCCCC[C@@H](C(=O)NCCCCCCCCCCC(=O)N1CCNCC1)n1cc(CCCC(=O)O)nn1	11	-2	1	-4	-3	-4.1	2	9	-41	1	20
COc1ccc(S(N)(=O)=O)cc1C(=O)NCCCN1CCN(c2ccc(C)cc2)CC1	-2	1	9	0	-1	-4.5	1	7	9	-1	-7
COc1ccc2cc(CCNC(=O)c3cc4ccccc4o3)c(=O)[nH]c2c1	7	-1	28	1	-12	-0.2	-7	26	-26	2	-16
Cc1cn2c(=O)c(C(=O)N3CCN(c4ccccc4)CC3)cnc2s1	6	-2	-10	-4	-13	-0.4	9	-50	-5	-32	-19
CN(C(=O)c1ccc(NC(=O)Cc2ccccc2)cc1)c1ccccc1	-1	1	-12	0	10	-0.2	-33	-62	-4	-20	-7
CC(C)(O)C#Cc1ccc([C@@H]2C[C@H]3CN(c4ccccc4)C(=O)[C@]34CCCN24)s1	-1	54*	45	0	60*	-1.3	24	-7	95*	103*	33
O=C(O)C[C@H]1c2ccc(C(F)(F)F)cc2S(=O)(=O)N1C1CCCCC1	-14	-2	3	-2	25	5.3	-3	13	-3	5	-2
CC(C)n1nnnc1SCC(=O)Nc1ccccc1F	5	-4	2	-1	5	0.3	-11	-13	-13	-1	-14
O=C(Nc1cc2c(cc1[N+](=O)[O-])OCCO2)c1cccnc1	-9	.	.	.	13	-1.8	-1	-142	-31	-109	-32

Gathered by group: the compounds so far with fluorine.
SMILES	KKLEB tox	LMP1 NFkB inh	TRPM1 prom inh	NR2E3 ag-1	CF NFkB block	hiPSC survival	C8 TRAIL sens	HIF-2a inh	Shn3 3UTR inh	Peg3 prom inh	NR2E3 ag-2
Cc1ccc(SCC(=O)OCC(=O)N(C)CC(=O)Nc2ccc(F)cc2)cc1C	-17	-13	5	2	14	-0.5	-4	-5	8	10	-29
Cc1ccc(S(=O)(=O)N2CC(O)C[C@H]2C(=O)OCC(=O)N2CCN(c3ccc(F)cc3)CC2)cc1C (some centres not stated)	9	3	-4	.	-2	0.1	-5	5	17	11	2
O=C(CSc1ncnc2scc(-c3ccccc3)c12)N1CCN(c2ccccc2F)CC1	-11	3	-7	1	22	1.4	9	14	8	-6	-12
O=C(CCN1C(=O)/C(=C/c2ccc(F)cc2)SC1=S)Nc1cccnc1	4	-2	-5	1	10	-0.5	5	8	-3	11	-14
CC(=O)c1cc(-c2ccc(F)cc2)n(CCC(=O)NC(C)(C)C)c1C	4	-4	13	1	-21	-2.0	-8	-2	-1	-2	-1
CCc1nc2c(nnn2Cc2ccc(F)cc2)c(=O)[nH]1	3	7	-4	1	-2	-2.3	2	12	-14	20	-14
O=C(Nc1ccc(F)cc1)c1ccc2c(=O)n(CC3CCCO3)c(=S)[nH]c2c1 (configuration not stated)	-19	11	-14	2	11	0.2	11	-53	18	6	-9
O=C(O)C[C@H]1c2ccc(C(F)(F)F)cc2S(=O)(=O)N1C1CCCCC1	-14	-2	3	-2	25	5.3	-3	13	-3	5	-2
CC(C)n1nnnc1SCC(=O)Nc1ccccc1F	5	-4	2	-1	5	0.3	-11	-13	-13	-1	-14
